# KDM5B inh = blocks human KDM5B histone demethylase activity. 220,000 tested, 2.6% active. KDM5B demethylase, FDH-coupled NADH fluorescence (FDH is formaldehyde dehydrogenase). Q9UGL1. Potency, µM (highest dose often 57.7 µM), inactives show at the top dose activity change, negative = inhibition, actives largely listed as inhibitors; active = well fitted inhibition curve with a large enough effect; inconclusive = small, poorly fitted or top-dose-only effect; inactive = no such curve, though single readings can be large or run the other way; also: 0% is about no effect; nearly all actives have a fitted effect of over 70% in size
# Target sequence (Q9UGL1 whole entry, looked up): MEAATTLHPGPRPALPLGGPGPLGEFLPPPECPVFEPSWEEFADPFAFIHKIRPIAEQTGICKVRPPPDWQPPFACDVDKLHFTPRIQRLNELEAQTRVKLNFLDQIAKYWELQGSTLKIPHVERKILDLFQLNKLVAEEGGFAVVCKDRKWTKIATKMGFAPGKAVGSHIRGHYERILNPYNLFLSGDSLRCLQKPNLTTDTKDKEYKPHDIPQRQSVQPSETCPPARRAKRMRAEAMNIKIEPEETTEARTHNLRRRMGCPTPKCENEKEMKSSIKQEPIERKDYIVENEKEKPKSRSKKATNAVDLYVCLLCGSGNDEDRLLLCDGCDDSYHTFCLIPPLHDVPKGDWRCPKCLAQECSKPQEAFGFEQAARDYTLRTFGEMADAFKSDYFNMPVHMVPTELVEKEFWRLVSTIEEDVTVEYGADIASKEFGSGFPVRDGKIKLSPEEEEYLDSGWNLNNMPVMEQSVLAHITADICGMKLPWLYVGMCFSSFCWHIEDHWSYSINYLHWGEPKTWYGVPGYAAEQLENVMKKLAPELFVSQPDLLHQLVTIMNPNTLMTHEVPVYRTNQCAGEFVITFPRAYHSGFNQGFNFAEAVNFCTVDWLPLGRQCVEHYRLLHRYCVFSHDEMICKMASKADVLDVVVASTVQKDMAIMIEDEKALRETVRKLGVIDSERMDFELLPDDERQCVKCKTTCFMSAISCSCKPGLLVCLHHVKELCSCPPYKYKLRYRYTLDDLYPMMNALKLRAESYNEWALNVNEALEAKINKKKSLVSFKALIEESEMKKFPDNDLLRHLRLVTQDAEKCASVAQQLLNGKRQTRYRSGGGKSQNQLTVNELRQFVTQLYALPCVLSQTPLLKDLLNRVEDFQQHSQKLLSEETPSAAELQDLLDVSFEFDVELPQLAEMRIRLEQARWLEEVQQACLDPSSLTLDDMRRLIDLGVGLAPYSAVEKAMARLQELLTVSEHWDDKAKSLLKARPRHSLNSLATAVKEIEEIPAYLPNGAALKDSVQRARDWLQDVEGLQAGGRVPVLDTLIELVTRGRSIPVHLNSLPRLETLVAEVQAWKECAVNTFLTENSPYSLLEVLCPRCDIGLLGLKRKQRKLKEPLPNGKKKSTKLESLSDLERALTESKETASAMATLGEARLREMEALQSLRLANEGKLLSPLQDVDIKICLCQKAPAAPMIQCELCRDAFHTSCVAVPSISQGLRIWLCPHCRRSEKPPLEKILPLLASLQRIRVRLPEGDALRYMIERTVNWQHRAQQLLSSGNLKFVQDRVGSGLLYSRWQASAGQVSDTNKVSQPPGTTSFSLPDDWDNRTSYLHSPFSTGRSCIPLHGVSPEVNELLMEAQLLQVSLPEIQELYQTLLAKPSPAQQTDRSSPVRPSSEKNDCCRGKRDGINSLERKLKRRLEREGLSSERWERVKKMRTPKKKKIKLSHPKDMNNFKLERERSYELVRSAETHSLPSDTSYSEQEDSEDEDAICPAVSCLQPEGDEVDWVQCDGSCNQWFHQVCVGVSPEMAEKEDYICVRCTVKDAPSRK
#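 Compound dilutions met 200 nM (final) KDM5BΔAP for 10 min at room temperature before substrate addition. The substrate mix held 12.5 µM H3K4me3 with cofactors 25 µM α-ketoglutarate and 50 µM Fe²⁺. NADH signal gain over 30 min defined activity.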
# Numbers without * were called inactive; ? = inconclusive; & = joins results of further samples; [ ] = dose if it differs, or a comment. Potency is read from the fitted curve at half-maximal effect. The list is partial, so the mix of outcomes need not match the whole.
structure	KDM5B inh
COc1ccc(CN2C[C@H]3CN(Cc4ccc(C(F)(F)F)cc4)CCN3C2=O)cc1	-1.5%[86.2 µM]
CC(C)(C)c1ccccc1NC(=O)c1cnc2ccccc2n1	-19.6%
Fc1ccc(-c2noc(CSc3nncc4ccccc34)n2)cc1	?
CCCC1NC(=O)N(Cc2ncc(-c3ccc(Cl)cc3)o2)C1=O (stereo not drawn)	-7.0%
O=C1NCc2ccccc2CC12CCCN2Cc1ccc(Br)cc1 (stereo not drawn)	-8.6%[115 µM]
CC(=O)c1cc2c(cc1N/C(=N/S(=O)(=O)c1ccc(C)cc1)c1ccc(F)cc1)OCO2	?
Cc1noc(C)c1CN[C@@H]1CCC[C@@H](C(=O)N2CCN(C)CC2)CC(=O)N(C)C1	-10.1%[86.2 µM]
CCC(Sc1nc2ccncc2[nH]1)C(=O)Nc1cc(C)ccc1C (stereo not drawn)	-11.2%
C[C@@H]1OC(C2CCCCC2)N(C)[C@H]2C[C@H]3c4[nH]c5cccc(-c6cccc(F)c6)c5c4CCN3C(=O)[C@@H]12 (stereo partly drawn)	?
Cc1nn(S(=O)(=O)c2ccccc2)c(C)c1S(=O)(=O)N1CCC(C)CC1	?
CN1CCN(C(=O)c2cc3cc(Cl)cc(Cl)c3oc2=O)CC1	-14.1%
CCn1cc(CN(C)Cc2ccccc2)ccc1=O	-18.8%
COC(=O)CSc1nc2c(c(=O)[nH]c(=O)n2C)n1CCC(C)C	23.3%
CCC(C(=O)c1ccc(Cl)cc1)C(c1ccc(Cl)cc1)C(C(=O)OC)C(=O)OC (stereo not drawn)	-0.7%
Cc1cnc(NC(=O)CCc2ncc(-c3ccc(CC(C)C)cc3)o2)s1	2.1%
COc1cc(C(=O)NC(C)c2ccc(-n3ccnc3)cc2)cc(OC)c1C (stereo not drawn)	-18.4%
CCN1CCN(c2nc3c(c(=O)n(C)c(=O)n3C)n2CC(=O)c2ccccc2)CC1	-11.8%
Cc1cc(SCC(=O)O)c(C)cc1Br	11.0%
CCOCC(=O)N[C@@H]1c2ccccc2C2(CCNCC2)[C@H]1OC	?
CCCN(C(=O)c1noc2c1COc1ccc(C)cc1-2)c1ccc(Cl)c(Cl)c1	-26.5%
Cc1cn2nc(C(=O)N3CCCC3)cc2c(N2CCSCC2)n1	28.2µM*
O=C1CCCCCN1CP(=O)(O)CN1CCCCCC1=O	-6.3%
O=C(Nc1ccccc1Br)N1CCN2CCCCC2C1 (stereo not drawn)	-12.0%
CC(C)c1cc(C(=O)N[C@@H]2COCC[C@@H]2OCc2ccccn2)nc(N)n1	?
N#Cc1nc(-c2ccco2)oc1NCc1ccccc1	?
Cc1cc(C)c(NC(=O)Nc2ccc3snnc3c2)c(C)c1	-2.3%
CCOCCCNC(=O)/C=C/c1ccc(C)cc1	26.8%
COC(=O)CCOc1ccc(S(=O)(=O)Nc2ccc(F)cc2F)cc1	-4.0%
CCOCC(=O)N1C[C@@H]2CCCN3CCC[C@@H]([C@H]23)[C@H]1CCCC(=O)NCC1CC1	-16.7%
Fc1ccc(CN2C3=NCCN3c3ccccc32)cc1	14.0%
COCCC(=O)N1CCC2(CC1)CC(Cc1nc(-c3ccncc3)no1)CCO2 (stereo not drawn)	-9.6%
Cc1cccc(-c2nc3cc(NC(=O)c4cccc([N+](=O)[O-])c4C)ccc3o2)c1	9.8%
COc1ccccc1OCCNC(=O)C1CC(=O)N(c2n[nH]c3ccccc23)C1 (stereo not drawn)	5.5%
CC(CC(=O)O)CC(=O)Nc1cc(C(F)(F)F)cc(C(F)(F)F)c1 (stereo not drawn)	18.5%
O=C(Cc1ccc(F)cc1)N1CCC2(CCC(=O)N(CC3CC3)CC2)CC1	-18.7%
CC(C)(C)c1ccc(C(=O)Nc2ccc(C(O)[C@H]3COCC(=O)N3Cc3ccccn3)cc2)cc1 (stereo partly drawn)	2.6%
O=C1/C(=N\S(=O)(=O)c2cccs2)C([n+]2ccc(CCCc3ccccc3)cc2)=C([O-])c2ccccc21	21.7%
COc1cc2c(cc1OC)C(CNC(=O)c1cccs1)N(C(=O)Nc1ccccc1F)CC2 (stereo not drawn)	7.3%
CC(=O)NC[C@H]1O[C@@H](CC(=O)NC(C)C)[C@H](O)[C@@H]1O	11.0%[115 µM]
CCOc1c(Cl)cc(Cl)cc1CNCCSc1nnnn1C	-25.1%
CC(C)Oc1ccc(CNC(=O)C2=Cc3ccccc3OC2)cc1	-13.7%
CCOc1cc(S(=O)(=O)NCCc2c(C)[nH]c3ccc(C)cc23)ccc1F	-12.3%
CCc1nnc([C@@H]2CC(F)(F)CN2C(=O)c2cnco2)o1	-4.7%
COc1ccc2c(COC(=O)c3cccc4ccccc34)cc(=O)oc2c1	?
O=C(NCC1Cn2cccc2CN1Cc1ccccc1)NC1CCCCC1 (stereo not drawn)	28.2µM*
Cc1cc(C)c(C)c(SC(C)C(=O)NC2CCCC2)c1C (stereo not drawn)	15.5%
CCOC(=O)c1c(C)[nH]c(C)c1S(=O)(=O)N1CCC(C(=O)N2CCN(c3ccccc3F)CC2)CC1	-12.4%
COc1ccc(Nc2nc(-c3ccc([N+](=O)[O-])cc3)nc3ccccc23)cc1	12.1%
Nc1nc(CN2CCN(C(=O)c3ccc(OC(F)(F)F)cc3)CC2)nc2ccccc12	8.9%
S=C(NCCSc1ccc(Cl)cc1)Nc1ccccc1Cl	-4.1%
COc1ncccc1Nc1cnc2ccc(N(C)C)nn12	?
COC[C@@H]1CN(C(=O)c2cccn2C)C[C@H]1c1ccccn1	26.8%
COCC1CN(C)CC12CCN(C(=O)Cn1c(=O)oc3ccccc31)CC2 (stereo not drawn)	-2.4%
O=C(COc1ccc(F)cc1)NCCc1nc2ccccc2[nH]1	-0.5%
CCCCn1c(N)c(N(CC)C(=O)Cn2c(CC)nc3ccccc32)c(=O)[nH]c1=O	-13.0%
CN1CCN(CCCNC(=O)c2cnn(-c3ccccc3)c2-n2cccc2)CC1	?
CCN(Cc1ccccc1)C(=O)c1cc2c(N3CCCC3)nc(C)cn2n1	25.1µM*
O=C(C1CC1)N1CCC2(CC1)CC(=O)N(c1ccccc1)c1ccccc1O2	20.1%
CC(C)NC(=O)NCc1nnc2n1C(C(=O)N1CCCC1)CC2 (stereo not drawn)	4.4%[149 µM]
Cc1ccc(Nc2nc(C(N)=O)c(NC(=O)CC34CC5CC(CC(C5)C3)C4)s2)cc1	-26.4%

# (next part)
structure	KDM5B inh
O=C(NCC(F)(F)F)C1CN(c2cccc(Cl)c2)C(=O)N1 (stereo not drawn)	-11.4%&-4.7%[86.2 µM]
COCCN1C(=O)[C@@H]2C[C@@H](CN2C(=O)c2ccc(Cl)cc2)Oc2ccccc21	-11.8%[86.2 µM]
Cc1ccc(S(=O)(=O)c2c(C)nn(-c3ccccc3)c2OC(=O)c2ccccc2F)cc1	?
Cc1ccc(C2Cn3nnc(C(=O)N4CCC(C(=O)NCC5CCCO5)CC4)c3CO2)cc1 (stereo not drawn)	9.4%
COc1ccc(-c2cc(C(=O)N3CCCCCC3)c3ccccc3n2)c(OC)c1	?
COCc1cc(NCC(O)COc2ccc(Cl)c(C)c2)ncn1 (stereo not drawn)	36.7%
COc1ccc(CC(=O)Nc2ccc([C@H]3OCC(=O)N(Cc4scnc4C)[C@@H]3CO)cc2)cc1	-8.9%
COC(=O)c1sc(-c2ccc(C(C)(C)C)cc2)cc1NC(=O)CCC(=O)O	?
COCCN1CCCCC(CC(=O)Nc2ccc(C)cc2)C1=O (stereo not drawn)	38.2%
CCOC(=O)c1[nH]c(C)c(CCC(=O)N2CCN(c3cc(C)ccc3C)CC2)c1C	-27.0%
COc1ccc2cc(-c3[nH]ncc3CN3CCCC3c3nonc3C)ccc2c1 (stereo not drawn)	-14.6%
CSc1cccc(NC(=O)N2CCN(c3cc(-c4noc(C)n4)ccc3C)CC2)c1	-22.1%
O=C(NC1CCN(c2cc(-c3ccc(Cl)cc3)[nH]n2)CC1)c1cccnc1	-6.2%
CN(C(=O)COC(=O)c1n[nH]c2ccccc12)C1CCS(=O)(=O)C1 (stereo not drawn)	?
COCCn1c(=O)c2c(nc3n2CCCN3Cc2ccccc2)n(C)c1=O	29.7%
O=c1c2c(n(Cc3ccccc3)n1-c1ccccc1)CN(Cc1ccn[nH]1)CC2	?
C/C(=N/Nc1ccc(S(=O)(=O)Nc2ccccc2)cc1[N+](=O)[O-])c1cccnc1	8.8%
Cn1cccc1CN1CCCC2(Cc3ccccc3CNC2=O)C1 (stereo not drawn)	?
c1ccc(CN[C@H]2CO[C@H]3[C@@H]2OC[C@@H]3n2cc(CC3CCCCC3)nn2)cc1	3.8%[86.2 µM]
Cc1ncc(COC(=O)C(C)C)c2cc(C(=O)Nc3ccccc3C(F)(F)F)c(=O)oc12	-10.7%
Cc1cccc(C(=O)NC(C)C(=O)OC(C)C(N)=O)c1 (stereo not drawn)	19.5%
O=C(O)c1nnn(-c2ccc(F)cc2)c1C(F)(F)F	24.5%
Cc1ccc2[nH]c(-c3ccccc3)c(C)c2c1	10.4%
Fc1ccc(CN2CCOC[C@H]2c2ncc(-c3ccc(F)cc3)[nH]2)cc1	-18.6%[86.2 µM]
COCCNC(=O)c1ccc2c(c1)N(C)C(CC(=O)N1CCNC(=O)C1)CO2 (stereo not drawn)	28.2µM*
O=C(Cn1ccn2nc(-c3ccccc3)c(CO)c2c1=O)NCc1ccccc1Cl	20µM*
CCOc1ccc(-c2nc(CS(=O)Cc3cccc(OC)c3)cs2)cc1OC (stereo not drawn)	?
Cc1cccc(S(=O)(=O)N2CC(C(=O)NC3CCCCC3)C3(CCOCC3)C2)c1 (stereo not drawn)	24.9%
COc1cc(NC(=O)O[C@@H]2CC[C@]3(C)C(CC[C@@H](O)[C@H]3CC(=O)N3CCC[C@H]3CO)[C@]2(C)CO)cc(OC)c1 (stereo partly drawn)	-6.6%
Cc1ccsc1CN1CCOc2cc([S+](=O)([O-])N(C)C)ccc2C1	-5.2%[86.2 µM]
COc1ccc(-n2c(-c3ccc(C)cc3)cc3c2CC(C)(C)CC3=O)c(OC)c1	?
Cn1c(CCC(=O)NC2CCOC2)nc2cc(S(=O)(=O)N3CCCC3)ccc21 (stereo not drawn)	22.9%
O=C(OCC1CCCCC1)c1nn(-c2ccccc2)c(=O)c2ccccc12	19.7%
Cn1nccc1OCc1cn2c(=O)n(C)cc(-c3ccccc3F)c2n1	?
Cn1cc2c3c(cccc31)CN(C(=O)c1ccc(F)c(Cl)c1)CC2	?
CCOC(=O)CCNC(=O)NCC(=O)N1CCCCCNC(=O)CC1c1ccccc1 (stereo not drawn)	-17.1%
CCCn1c(C)cc(C(=O)CSc2nc3cc(S(N)(=O)=O)ccc3n2CC)c1C	2.9%
Cc1nc(C)c(C(=O)N2CCc3n[nH]c(=O)n3CC2)s1	-11.9%
COc1ccccc1-c1nnc(SCC(=O)NC(C)c2ccc3c(c2)CCCC3)o1 (stereo not drawn)	-5.7%
c1ccc(CCN2CN=C(Nc3nc4ccccc4s3)NC2)cc1	-28.6%
COc1cc(Cl)c(C)cc1NS(=O)(=O)c1c(C)nc2sccn2c1=O	-22.3%
COC[C@@H]1CN(C(=O)c2cccc(Cl)c2)C[C@H]1C(N)=O	26.7%
C[C@@]1(O)CCN(Cc2cc(F)c(F)cc2F)C[C@H]1N1CCCC1	?
CCCn1nc(C(=O)N2CCN(c3ncccn3)CC2)c2ccccc2c1=O	-10.1%
Oc1ccc(-c2nc(C3CC3)nc3c2CN(Cc2ccccc2C(F)(F)F)CC3)cc1	?
CCc1ccc2c(c1)-c1ccccc1S(=O)(=O)N2CC(=O)Nc1cccc(Cl)c1C	-2.4%
COc1cc(OC)c(NC(=O)CSc2cc(=O)n(C)c3ccc(Cl)cc23)cc1Cl	4.2%
Fc1ccccc1OCc1nc(-c2ccc(-n3cccc3)cc2)no1	-29.2%
O=C(Cn1cccc1-c1nc(-c2ccccc2)no1)NCc1ccc(F)cc1	-17.0%
Cn1nccc1C(=O)N1CCCC1C(=O)Nc1cccc(-n2cccn2)c1 (stereo not drawn)	57.8%[activator]
CCOC(=O)c1ccccc1NC(=O)N(Cc1ccc(C)cc1)Cc1cccn1-c1nnc(N2CCCC2=O)s1	0.0%
COCCNC(=O)[C@H]1C[C@H](Oc2cccnc2)CN1C(=O)NC(C)C	16.2%
COc1ccc(-c2noc(-c3nnn4c3COC(c3ccc(F)cc3)C4)n2)c(OC)c1 (stereo not drawn)	?
COCCN1CC(CO)C2(CCN(C(=O)CC3CCN(C(C)=O)CC3)CC2)C1 (stereo not drawn)	-8.5%
N#Cc1cccnc1N1CCN(Cc2cn(-c3ccccc3)nn2)CC1	22.4µM*

# Sorted by number of heavy atoms (lowest first): 3 of the compounds above.
structure	KDM5B inh
Fc1ccccc1OCc1nc(-c2ccc(-n3cccc3)cc2)no1	-29.2%
N#Cc1cccnc1N1CCN(Cc2cn(-c3ccccc3)nn2)CC1	22.4µM*
COc1cc(OC)c(NC(=O)CSc2cc(=O)n(C)c3ccc(Cl)cc23)cc1Cl	4.2%

# Four of the entries above in order of their number in KDM5B inh, falling.
structure	KDM5B inh
O=C(NCC1Cn2cccc2CN1Cc1ccccc1)NC1CCCCC1 (stereo not drawn)	28.2µM*
CCN(Cc1ccccc1)C(=O)c1cc2c(N3CCCC3)nc(C)cn2n1	25.1µM*
N#Cc1cccnc1N1CCN(Cc2cn(-c3ccccc3)nn2)CC1	22.4µM*
O=C(Cn1ccn2nc(-c3ccccc3)c(CO)c2c1=O)NCc1ccccc1Cl	20µM*

# Screening data: PubChem BioAssay, National Center for Advancing Translational Sciences (NCATS)
